Screening data: PubChem, several laboratories
PLCg1 inh = PLC-gamma1 (human) inhibition, primary screen; P19174; 0.84% of 370,000 active; purified PLC-gamma1, fluorogenic substrate, fluorescence; inhibition, % at 12.2 µM; AID 720700; in the data active means inhibition above about 9.5%
ARFGAP1 inh = inhibitors of rat ARFGAP1; Q62848; Arfgap1-stimulated ARF1 GTP hydrolysis, GDP FP detection; inhibition, % at 16.5 µM; 0.26% of 360,000 active; AID 651572;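 active means inhibition above a per-plate limit, mean inhibition of low control wells plus 3 SD, cut at about 25% in these data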;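 further: 0% = DMSO wells with enzyme and 100% = wells lacking Arfgap1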
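Repeats: one replicate per compound; assay system: rat Arfgap1 catalytic domain, aa 1-136; times: enzyme reaction 120 min at 25 °C after 20 min preincubation; detection: FP of antibody-bound GDP Alexa 633 tracer, ex 620/em 688 nm; benchmarks: high control wells lacking Arfgap1, low control full reaction with DMSO; reagent: human ARF1(Δ1-17)-GTP substrate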
KLK7 zymogen act = proKLK7 (human) activation, primary screen | purified proKLK7, EDANS-DABCYL substrate fluorescence; 100% is mature enzyme control, 0% vehicle | activation, % at 7 µM | 0.9% of 370,000 active;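 active means activation above the mean of all tested compounds plus 3 SD, computed per campaign excluding outliers beyond control limits, cut at about 13% in these data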
PLC-beta3 inh = inhibitors of human phospholipase C beta3. Q01970. Purified PLC-beta3, fluorogenic substrate, fluorescence. inhibition, % at 12.2 µM. 0.18% of 370,000 active. AID 720704; in the data active means inhibition above about 11%;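 further: 0% = median of compound wells on plate and 100% = full blocker control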
Rev-erbA mod = modulators of human Rev-erb alpha DNA binding; AID 1259318; activity, % at 10 µM; Rev-erbα–FITC-DNA binding, fluorescence polarization, 90 min; 0.79% of 370,000 active;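 active means activity above about 14%, limit read from the data; passing the limit was not always enough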;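 further: 0% = DMSO wells with 35 nM protein and 100% = DMSO wells with 750 nM protein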
Target sequence (P20393 whole entry, looked up): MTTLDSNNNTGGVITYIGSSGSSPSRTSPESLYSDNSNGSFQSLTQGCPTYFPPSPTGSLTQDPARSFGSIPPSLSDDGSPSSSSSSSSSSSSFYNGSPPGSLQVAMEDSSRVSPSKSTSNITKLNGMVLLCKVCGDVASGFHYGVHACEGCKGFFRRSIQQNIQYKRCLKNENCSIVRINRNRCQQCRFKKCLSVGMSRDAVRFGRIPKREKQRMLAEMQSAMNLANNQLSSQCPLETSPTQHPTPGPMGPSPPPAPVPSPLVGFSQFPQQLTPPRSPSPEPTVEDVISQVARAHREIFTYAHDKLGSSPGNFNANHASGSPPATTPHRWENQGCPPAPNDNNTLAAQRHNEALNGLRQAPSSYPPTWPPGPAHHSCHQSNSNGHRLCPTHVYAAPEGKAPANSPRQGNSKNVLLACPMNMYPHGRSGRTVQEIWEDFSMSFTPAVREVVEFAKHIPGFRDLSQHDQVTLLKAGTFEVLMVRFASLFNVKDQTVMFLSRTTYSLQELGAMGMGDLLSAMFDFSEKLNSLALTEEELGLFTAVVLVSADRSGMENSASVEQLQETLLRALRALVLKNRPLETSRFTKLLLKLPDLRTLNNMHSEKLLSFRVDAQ
DDE Tn7 FP inh = inhibitors of Tn7 peptide binding to human fibrin DD(E). 0.13% of 370,000 active. AID 720508. P02675. inhibition, % at 8.3 µM. FP displacement of FITC-Tn7 peptide from fibrin DD(E); 0% = median of compound wells per plate;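 active means inhibition above the mean of compounds falling within the control limits plus 3 SD of them, cut at about 14% in these data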;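 further: 0% = plate median of compound wells and 100% = 10 µM Aha-Tn7 peptide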
Target sequence (P02675 whole entry, looked up): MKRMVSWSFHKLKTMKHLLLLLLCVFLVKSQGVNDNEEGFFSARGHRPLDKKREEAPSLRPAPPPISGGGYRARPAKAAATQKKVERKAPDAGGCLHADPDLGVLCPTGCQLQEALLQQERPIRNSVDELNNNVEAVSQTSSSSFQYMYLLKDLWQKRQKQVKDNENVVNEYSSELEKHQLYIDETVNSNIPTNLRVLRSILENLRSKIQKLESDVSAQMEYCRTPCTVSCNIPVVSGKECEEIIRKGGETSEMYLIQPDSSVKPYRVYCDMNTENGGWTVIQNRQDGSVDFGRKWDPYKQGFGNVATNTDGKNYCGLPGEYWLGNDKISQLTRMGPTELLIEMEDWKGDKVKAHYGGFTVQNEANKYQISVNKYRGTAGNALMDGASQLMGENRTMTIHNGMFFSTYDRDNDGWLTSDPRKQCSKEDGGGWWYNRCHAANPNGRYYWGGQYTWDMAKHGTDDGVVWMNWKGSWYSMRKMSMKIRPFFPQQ
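System: human fibrin DD(E); quantity: Fibrin-DD(E) at 2 µM final; also added: fluorescent Tn7 probe at 0.1 µM; compound dosing: single nominal test concentration of 8.3 µM per compound; schedule: 10 min preincubation, 3 h with tracer, room temperature; detection: fluorescence polarization of the labelled Tn7 tracer; repeats: one replicate per compound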
Tn6 DDE FP = inhibitors of Tn6 peptide binding to human fibrin DD(E); Fibrin DD(E) TRITC-Tn6 fluorescence polarization displacement; 0.21% of 370,000 active; inhibition, % at 8.3 µM; AID 720509;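 active means inhibition above a per-campaign cutoff: mean of compounds within control limits plus 3 SD, cut at about 15% in these data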;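 further: 0% = median of all compound wells on the plate and 100% = blocking peptide control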
HGIII-sPLA2 inh = Blocks human group III sPLA2 activity; Q9NZ20; QFRET BODIPY PC-A2 liposome hydrolysis, fluorescence; inhibition, % at 12.2 µM; 0.56% of 370,000 active; AID 743126;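 active means inhibition above mean plus 3 SD of compounds lying within the high and low control bounds, cut at about 19% in these data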;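 further: 0% = median of test compound wells and 100% = no enzyme DMSO wells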
ASAP1 GAP inh = inhibitors of human ASAP1 ArfGAP activity; 0.19% of 360,000 active; Q9ULH1; ASAP1-stimulated ARF1 GTP hydrolysis, GDP FP detection; AID 624377; inhibition, % at 16.5 µM; in the data active means inhibition above about 25%;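 further: 0% = vehicle with enzyme and substrate and 100% = no enzyme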
UHRF1 binding = human UHRF1 methylated DNA binding inhibitors; UHRF1 binding to methylated oligo, TR-FRET; inhibition, % at 4.4 µM; 0.75% of 370,000 active; AID 687016; in the data active means inhibition above about 21%;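 further: UHRF1 SRA domain binding a hemimethylated CpG hairpin DNA probe; 0% = median of test compound wells and 100% = reference inhibitor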
* marks the source's active call; other numbers are inactive results; i = inactive; . = no result given.

HGIII-sPLA2 inh	KLK7 zymogen act	DDE Tn7 FP inh	Molecule	PLC-beta3 inh	PLCg1 inh	Tn6 DDE FP	UHRF1 binding	ARFGAP1 inh	Rev-erbA mod	ASAP1 GAP inh
4	0.1	2	CC1COC(=C2C(=O)OCC2C)C1 (stereo unspecified)	1	-2	2	-1	-9	7	-8
-1	-0.7	-4	O=C(NN1CCCCC1)c1cnn2c(C(F)F)cc(-c3ccccc3)nc12	-6	-7	4	4	1	0	-5
1	-0.3	-6	COc1ccc(S(=O)(=O)N(Cc2cccs2)C2CCCC2)cc1	2	1	2	-2	0	8	-1
3	0.8	-2	O=C(Cn1nc(Cc2cccnc2)c2ccccc2c1=O)Nc1cc(F)ccc1F	-7	-1	0	1	6	-1	9
7	-0.3	-3	COc1ccc(CN2CCSCC2)cc1O	0	6	-6	4	7	-6	13
3	-0.2	-4	Cc1cnc(C(=O)Nc2ccccc2F)cn1	-1	-3	-9	-2	-2	-1	0
1	-0.2	-1	COc1ccc(N2CCN(S(=O)(=O)c3cnc[nH]3)CC2)cc1	-34	1	-1	1	5	-1	-1
-1	29*	-7	COP(=O)(c1ccc(N(C)C)cc1)C(O)c1ccccc1 (stereo unspecified)	-2	-3	-3	-1	-2	-3	7

Three successive entries out of the list so far, quoted:
HGIII-sPLA2 inh	KLK7 zymogen act	DDE Tn7 FP inh	Molecule	PLC-beta3 inh	PLCg1 inh	Tn6 DDE FP	UHRF1 binding	ARFGAP1 inh	Rev-erbA mod	ASAP1 GAP inh
7	-0.3	-3	COc1ccc(CN2CCSCC2)cc1O	0	6	-6	4	7	-6	13
3	-0.2	-4	Cc1cnc(C(=O)Nc2ccccc2F)cn1	-1	-3	-9	-2	-2	-1	0
1	-0.2	-1	COc1ccc(N2CCN(S(=O)(=O)c3cnc[nH]3)CC2)cc1	-34	1	-1	1	5	-1	-1

Next section.
HGIII-sPLA2 inh	KLK7 zymogen act	DDE Tn7 FP inh	Molecule	PLC-beta3 inh	PLCg1 inh	Tn6 DDE FP	UHRF1 binding	ARFGAP1 inh	Rev-erbA mod	ASAP1 GAP inh
10	0.1	10	O=C(/C=C/c1cccc(F)c1)Nc1ccc(S(=O)(=O)N2CCOCC2)cc1	0	-2	7	4	1	4	1
5	0.6	1	CCC(=O)N1CCC2(CC1)Oc1ccc(F)cc1C(=O)C21CC(c2cccnc2)=NO1 (stereo unspecified)	-23	-11	2	3	1	0	-2
6	-0.4	-3	Cn1c(SCCN2CCCC2)nnc1C1CCN(S(=O)(=O)c2cccc(F)c2)CC1	-5	1	5	-2	-4	0	-3
0	-0.4	4	CCn1cc2c(c1-c1cccc(C)c1)c(=O)n(C)c(=O)n2C	-5	-4	2	-3	4	-1	-10
1	0.1	-3	COCCCn1cc(CN2CC(N3CCN(CCN(C)C)CC3)CS2(=O)=O)nn1 (stereo unspecified)	-2	0	1	18	5	-1	1
-4	-0.2	-4	CN(Cc1ccccc1)c1nc(N)c([N+](=O)[O-])c(NCc2ccccc2)n1	-2	1	-12	6	-22	9	8
-6	-0.1	3	CC(=O)c1ccc(N2CCN(S(=O)(=O)c3cccc4nonc34)CC2)cc1	-1	3	0	-2	5	-3	-4
5	0.0	4	COc1cc(NC(=O)Cc2nn(C)c(=O)c3ccccc23)cc(OC)c1	-2	0	2	1	5	-6	-1
-23	-0.6	5	Cc1ccc(S(=O)(=O)N(C)c2ccc(OC(=O)CN3C(=O)NC(C)(c4ccccc4)C3=O)cc2)cc1C (stereo unspecified)	-8	1	-2	-2	1	2	-8
-15	-0.2	-13	COc1ccccc1NC(=O)Cn1nnc(-c2ccccc2NC(=O)c2cc3ccccc3oc2=O)n1	-2	-5	-4	1	-3	7	2
-6	-0.7	0	COc1ccc(CN2CCNC(=O)C2CC(=O)NC2CCCC2)c(C)c1C (stereo unspecified)	-12	-2	10	-3	0	-1	-13
-13	0.6	-7	CCCCN1CC(COCc2ccccc2)Oc2cccc(OCCN3C(=O)[C@@H]4[C@H](C3=O)C3C=C[C@H]4C3)c2S1(=O)=O (stereo partly specified)	1	8	-1	4	3	1	20
-1	0.1	-2	COc1ccccc1S(=O)(=O)Nc1ccc(-c2nnc3n2CCCCC3)cc1	2	4	8	2	-11	0	-8
0	-0.2	2	O=C(NCc1ccccc1)C1CCCN(S(=O)(=O)c2cccc3nsnc23)C1 (stereo unspecified)	-3	2	-8	0	-1	-2	10
5	-0.4	-5	O=C(CNCCO)N1CCc2ccccc21	0	-2	-1	0	2	-4	6
-1	0.6	3	CCc1ccccc1Nc1nc(N)nc(CSc2nnc3ccccn23)n1	-5	-2	4	-1	-9	-6	9
-3	-0.1	6	CCOC(=O)C1=C(C)N(C)C(C)=C(C(=O)OCC)C1c1ccsc1	-11	-4	3	-3	3	0	5
-8	0.6	8	O=C(Nc1ccc(OCC(F)(F)C(F)F)c(C(F)(F)F)c1)c1ccccc1	0	-4	-2	-2	8	1	8
-4	0.9	8	CN1CCN(c2ccc(Cl)cc2NC(=O)c2ccc(S(=O)(=O)N3CCCCCC3)cc2)CC1	0	-3	0	0	8	-2	0
5	0.1	0	CN(C)S(=O)(=O)c1ccc(C(=O)OCC(=O)NCc2ccccc2)cc1	-8	-2	-2	0	4	-3	2
4	0.2	-2	Cc1ccc2c(c1)N(C(=O)CCC(=O)O)CCO2	2	-2	-3	0	0	-1	-3
2	-0.2	-5	COC(=O)C1=C(C)Nc2nnnn2C1c1ccco1 (stereo unspecified)	1	0	-2	0	-10	0	4
4	0.4	-2	Nc1ccc(C(=O)N(CCO)CCO)cc1	0	-1	1	-1	8	3	-5
-28	0.1	-3	CC(C)(C)c1ccc(OCCC(=O)Nc2cccc(S(=O)(=O)N3CCCC3)c2)cc1	0	5	-2	2	10	-3	-4
-9	3.0	-8	CCOc1ccc(-c2cc(C(=O)NCC3CCCO3)c3ccccc3n2)cc1 (stereo unspecified)	i	i	5	-1	8	-8	-3
3	0.2	2	Cc1ccc(C(=O)C(C)Sc2nnc(N)s2)cc1 (stereo unspecified)	-4	1	4	3	-14	-3	0
-10	0.1	-7	NNC(=O)c1snnc1-c1ccccc1	-11	0	-2	0	-11	-4	13
-9	0.0	3	CCOC(=O)c1c(NC(=O)CSc2nnc3ccccn23)sc2c1CCC2	-8	-3	4	1	3	0	-7
12	1.6	4	CN(C)c1ccc(/C=N/NC(=O)CCCCCNC(=O)c2ccccc2)cc1	-50	-33	6	2	-7	11	-10
-5	-0.3	7	O=C(Nc1nnc(CCc2ccccc2)s1)c1ccccc1	-27	-15	4	1	6	4	5
-2	0.0	-2	CCCc1nc2sc3ccccc3c(=O)c2c(=O)n1Cc1ccco1	-7	-5	-7	1	-2	-17	-4
5	0.1	1	COc1cccc(-c2nnc(NC(=O)c3ccc4ncsc4c3)o2)c1	-4	-3	0	1	4	-1	-2
13	-0.4	-1	COC(=O)c1ccccc1NC(=O)c1cc([N+](=O)[O-])nn1Cc1ccccc1	4	3	-8	11	1	3	4
6	-0.9	-5	Cc1cccc(C)c1-n1nnnc1C1c2ccccc2OCC(=O)N1Cc1ccc(F)cc1 (stereo unspecified)	0	5	7	-3	.	4	.
0	0.3	-3	C/C(=N/NC(=O)c1ccncc1)c1ccc(NC(=O)c2ccccc2)cc1	-2	1	-1	-2	3	-1	5
5	0.1	-3	CC(C)CCNC(=O)CCn1nc(-c2ccc(Cl)cc2)ccc1=O	-5	0	8	1	-4	6	-4
1	-0.5	-1	OCCC1CN(Cc2ccccn2)CCN1C1CCCC1 (stereo unspecified)	0	0	6	5	-9	-2	6
3	-0.1	5	Cc1cc(Cl)c(S(=O)(=O)N2CCCCCC2)cc1OCC(=O)NC1CCCCC1	1	2	-4	2	3	2	1
9	0.4	0	COCc1[nH][nH]c(=O)c1C=Nc1ccccc1	-3	2	0	-2	0	4	-24
-3	0.8	-5	O=C(N1CCOCC1)N(CCN1CCOCC1)Cc1cccc2ccccc12	1	1	-12	-3	3	0	-1
-12	0.2	2	O=C(Nc1ccccc1)c1nc[nH]c1C(=O)N1CCc2ccccc2C1	4	0	-6	-3	-11	-8	6
8	0.2	-2	Cc1ccc(-c2ccc(/C=N/N3C(=O)C4C5C=CC(CC5)C4C3=O)o2)c([N+](=O)[O-])c1 (stereo unspecified)	-16	-16	10	-5	3	6	10
-2	0.3	-4	COC(=O)c1ccc(CN2C(=O)[C@]3(OCCC=C[C@H]3C)c3ccccc32)cc1	2	-2	1	1	3	2	2
-1	-0.2	-3	O=C(NC1CCCCC1)c1cccc2c1C(=O)c1ccc(-c3ccc(OC(F)(F)F)cc3)cc1S2(=O)=O	1	2	3	-1	-9	1	-2
3	-0.7	1	C=CCN1C(=O)S/C(=C\c2ccc(N3CCOCC3)cc2C)C1=O	-10	-6	3	0	0	13	-16
-3	-0.3	-2	COC(=O)c1ccc(S(=O)(=O)N2CCCC2)o1	-1	-2	4	13	11	5	3
6	0.5	-3	CC(=O)Cn1ncc(N2CCOCC2)c(Cl)c1=O	-3	1	1	0	8	0	-1
3	-13	-2	O=c1c2sc3nc(N4CCOCC4)c4c(c3c2ncn1-c1ccccc1)CCCC4	-199	-111	-11	2	2	3	9
-9	0.3	-5	CC(C)C[C@H]1CN([C@@H](Cc2ccccc2)CN2CCC[C@H]2CN2C(=O)C(=O)NC[C@@H]2Cc2ccc(O)cc2)C(=O)C(=O)N1CC1CCCCC1	-2	-2	-7	3	-3	3	0
-8	0.6	0	CCOc1ccc(C(=O)NCC(=O)Nc2ccc3c(c2)OCO3)cc1OCC	-7	-3	3	-3	4	-7	-14
10	-0.5	0	Cn1ncc(Br)c1C(=O)NC12CC3CC(CC(C3)C1)C2	1	2	1	0	9	2	-10
2	-0.5	3	O=C(Nc1ccc(F)cc1)N1CCOCC1	6	3	-2	-1	-8	3	-5
3	-0.6	0	CCC(=O)/C(=C(/O)c1ccccc1)c1nc2ccccc2[nH]1	-4	-1	0	-1	12	1	-5
-2	-0.3	3	CC(Oc1ccc(Cl)cc1Cl)C(=O)NCCCN(C)C (stereo unspecified)	3	1	3	-4	9	2	-15
-14	-0.4	-5	O=S(=O)(Nc1cccc2ccccc12)c1ccccc1F	-2	1	-10	4	-1	2	-1
-4	0.5	-7	COC(=O)[C@]12C[C@H](CC(=O)N3CCOCC3)C(=O)N(CCC3=CCCCC3)C1=C[C@H](C1CCCC1)O[C@@H]2C	1	-1	4	0	.	0	.
-9	0.3	-3	Cc1cccc(NC(=O)COc2coc(CN3CCN(c4ccccc4)CC3)cc2=O)c1	-3	-5	5	-3	-7	5	-6
6	0.3	-2	O=C(CN1c2ccccc2Sc2ccccc21)NNC(=O)Nc1ccc(Cl)c(Cl)c1	-5	2	1	1	13	7	11
0	-0.5	0	O=C1C=C(c2ccc(F)cc2OCc2ccccc2)C[C@@H](c2ccc(F)cc2)C1	0	0	6	0	-5	11	5
